# NR1D1 modulator: Rev-erb alpha (human) modulation; P20393; Rev-erbα–FITC-DNA binding, fluorescence polarization, 90 min; activity, % at 10 µM; hit rate 0.79% among 370,000;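 active = activity above about 14%, limit read from the data; passing the limit was not always enough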;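 note: 0% = DMSO wells with 35 nM protein and 100% = DMSO wells with 750 nM protein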
# Target sequence (P20393 whole entry, looked up): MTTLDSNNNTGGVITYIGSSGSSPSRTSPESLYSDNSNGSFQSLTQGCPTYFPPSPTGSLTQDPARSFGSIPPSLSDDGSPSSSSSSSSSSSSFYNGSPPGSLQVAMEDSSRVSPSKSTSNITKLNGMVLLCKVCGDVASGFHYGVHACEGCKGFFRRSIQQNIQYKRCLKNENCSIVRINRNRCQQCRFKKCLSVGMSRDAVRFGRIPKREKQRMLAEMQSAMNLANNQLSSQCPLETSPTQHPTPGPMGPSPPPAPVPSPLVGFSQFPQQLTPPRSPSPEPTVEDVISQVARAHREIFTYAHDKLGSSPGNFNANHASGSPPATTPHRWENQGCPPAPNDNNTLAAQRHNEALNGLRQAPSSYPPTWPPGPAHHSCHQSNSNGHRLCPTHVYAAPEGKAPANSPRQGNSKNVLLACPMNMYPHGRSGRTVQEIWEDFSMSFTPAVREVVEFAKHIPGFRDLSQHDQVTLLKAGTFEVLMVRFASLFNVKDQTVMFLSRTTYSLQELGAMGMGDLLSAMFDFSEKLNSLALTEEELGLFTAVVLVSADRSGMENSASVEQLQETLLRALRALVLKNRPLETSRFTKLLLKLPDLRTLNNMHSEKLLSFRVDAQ
# TCR CD3 inh: blocks the human TCR-CD3 interaction; inhibition, % at 9.4 µM; hit rate 0.37% among 360,000; TAMRA-labeled TCR probe fluorescence, biochemical; in the data active = inhibition above about 19%;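 note: recombinant mutant TCR 2C K166C tagged with TAMRA read by polarization; 0% = receptor in buffer alone and 100% = receptor with positive control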
# PG9 Ab binder: PG9 antibody binding by small molecule; TR-FRET gp120-PG9 antibody binding; inhibition, % at 6.7 µM; hit rate 0.43% among 360,000; AID 624416; in the data active = inhibition above about 8.5%
# TDP2 absorb: blocks human TDP2 phosphodiesterase activity; hit rate 0.34% among 370,000; AID 720702; recombinant TDP2, T5PNP hydrolysis, p-nitrophenol absorbance 415 nm; inhibition, % at 12.8 µM;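 active = inhibition above the mean of all tested compounds plus 3 SD, set per campaign, cut at about 25% in these data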;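 note: 0% = DMSO with enzyme and 100% = buffer with substrate but no TDP2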
# Target sequence (O95551 whole entry, looked up): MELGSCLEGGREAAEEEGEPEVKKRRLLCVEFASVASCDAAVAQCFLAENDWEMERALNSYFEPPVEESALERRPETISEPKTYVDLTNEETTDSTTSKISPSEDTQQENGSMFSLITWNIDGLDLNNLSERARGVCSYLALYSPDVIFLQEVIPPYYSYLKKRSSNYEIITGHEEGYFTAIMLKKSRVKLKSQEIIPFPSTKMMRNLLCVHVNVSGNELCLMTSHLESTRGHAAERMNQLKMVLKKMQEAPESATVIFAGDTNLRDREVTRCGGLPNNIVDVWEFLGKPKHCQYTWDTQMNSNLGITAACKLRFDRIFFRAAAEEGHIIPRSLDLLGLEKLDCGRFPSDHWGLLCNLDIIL
#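 System – recombinant human TDP2 · Quantity – TDP2 enzyme at 120 nM final · Doses – single concentration, 12.8 µM nominal, with 1% DMSO · Incubation – 2 h at 37 °C · Measured by – epi absorbance of p-nitrophenol freed from T5PNP by hydrolysis · Read-out – % inhibition relative to enzyme-containing and enzyme-free wells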
# ABHD4 inh: ABHD4 (mouse) inhibition, primary FP screen; Q8VD66; purified mABHD4, FP-Rh probe fluorescence polarization; inhibition, % at 8.92 µM; hit rate 0.54% among 370,000; AID 720543;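 active = inhibition exceeding the mean over every tested compound plus 3 SD, cut at about 30% in these data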;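 note: 0% = plate median of compound wells and 100% = S159A mutant with DMSO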
#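 assay system = mABHD4 protein | compound dosing = single nominal dose of 8.92 µM, 0.89% DMSO final | read-out basis = percent inhibition of probe binding, normalized to plate controls | schedule = Enzyme–compound pre-incubation 45 min, then probe 60 min, both 25 °C | detection = fluorescence polarization, excitation 525 nm, emission 598 nm, BODIPY TMR filters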
# SIAE primary: inhibitors of human sialic acid acetylesterase SIAE. Q9HAT2. SIAE FP-Rh probe binding, fluorescence polarization. inhibition, % at 9.66 µM. hit rate 0.69% among 370,000. AID 1053197;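 active = inhibition above a cutoff: mean of compounds within the control limits plus 3 SD of those, cut at about 17% in these data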;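 note: 0% = plate median of compound wells and 100% = probe without SIAE protein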
# LEDGF integ inh: blocks HIV-1 LEDGF/p75-dependent DNA integration; TR-FRET IN-LEDGF/p75 DNA integration, Eu/Cy5; inhibition, % at 3.7 µM; hit rate 0.64% among 370,000;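 active = inhibition above the screen-wide mean plus 3 SD, cut at about 13% in these data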;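 note: signal is the Cy5 over europium emission ratio at 671 and 618 nm; 0% = plate median of compound wells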
# rCAG RNA binder: binds r(CAG) RNA repeats. r(CAG) RNA repeat, TO-PRO-1 dye displacement fluorescence. inhibition, % at 3 µM. hit rate 1.3% among 370,000;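 active = inhibition above the plate cutoff, the mean of all test compounds on that plate plus 3 SD, cut at about 35% in these data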;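 note: 0% = DMSO alone and 100% = 100 µM mitoxantrone as full dye displacement; higher means more dye released from RNA so lower well fluorescence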
# PRMT1 inh: blocks human protein arginine methyltransferase 1 | Q99873 | recombinant PRMT1, activity-based probe fluorescence polarization | hit rate 1.3% among 370,000 | inhibition, % at 2.79 µM;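 active = inhibition above about 21% made by adding two undisclosed values, limit read from the data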
# HTRA1 inhibitor: blocks human HTRA1 serine peptidase; Q92743; AID 504803; inhibition, % at 5.96 µM; recombinant HTRA1, FP-rhodamine activity-based probe, fluorescence polarization; hit rate 0.5% among 340,000; in the data active = inhibition above about 36%;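 note: 0% = enzyme with DMSO and 100% = wells lacking enzyme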
# An asterisk follows results filed as active; . = not tested or not shown. Some of the compounds tested. The share of hits here may be higher or lower than overall.
SMILES,NR1D1 modulator,TCR CD3 inh,PG9 Ab binder,TDP2 absorb,ABHD4 inh,SIAE primary,LEDGF integ inh,rCAG RNA binder,PRMT1 inh,HTRA1 inhibitor
CN(C)S(=O)(=O)c1cccc(NC(=O)Cc2ccsc2)c1,-6,-3,0.7,-10,-1,2,5,6,-3,-6
COC(=O)c1ccccc1NC(=O)c1noc2c1CCC2,-20,0,0.1,7,13,-5,2,16,4,-3
COc1ccc(C(=O)NCC(=O)n2nc(C)cc2C)cc1OC,2,-6,0.4,2,4,-2,-2,3,1,4
Cc1cccc(C(=O)NNC(=O)c2ccc3ccccc3c2)c1,-3,6,-3.4,-4,9,10,-5,3,-1,-3
Cc1ccc(S(=O)(=O)Cc2ccc(C(=O)N3CCN(c4cc(C)ccc4C)CC3)o2)cc1,-1,5,-0.8,5,3,2,1,-2,-2,1
Cc1ccc(N(C(=O)Cn2nnc3ccccc32)C(C(=O)NCc2ccccc2)c2ccccn2)cc1 (configuration not stated),-1,6,-2.2,2,-4,-7,-2,-7,-1,-3
C=CCOc1ccc2ccccc2c1CNn1cn[nH]c1=S,0,-3,1.5,-11,3,1,-2,13,2,2
Cc1ccc(N2C(=O)[C@@H]3Cc4ccccc4CN3C2=O)cc1,-5,7,-2.1,13,4,-1,0,0,-2,2
CN(Cc1nccs1)C(=O)C1CCC(=O)N(CCc2cccc(F)c2)C1 (configuration not stated),-4,-7,-0.1,1,-1,3,0,-7,0,1
c1coc(-c2nnc3sc(-c4cccs4)nn23)c1,-2,7,2.9,3,0,11,-1,9,9,0
Cn1cccc1-c1cc(C(=O)N/N=C/c2ccc(F)cc2)[nH]n1,-6,5,-3.5,10,12,-7,0,3,0,-2
CCCCn1nnc(NC(=O)c2sc3cc(Cl)ccc3c2Cl)n1,-3,8,14*,7,1,0,0,3,-3,-14
O=C(COC(=O)c1ccccc1Cl)NCc1cccs1,1,-3,-1.1,-8,3,-3,4,2,-3,10
CCc1nc(SCC(=O)c2ccc(C)c(C)c2)n[nH]1,-2,6,-0.6,0,3,1,-2,0,4,-10
CN(C)CC1CCC/C(=C\c2ccc(OC(=O)/C=C/c3ccc(Cl)c(Cl)c3)cc2)C1=O (configuration not stated),3,-5,2.3,-6,-18,-4,3,8,9,-10
CSc1ccccc1C(=O)N1CCN(c2ncccn2)CC1,-1,3,2.0,-1,4,-2,0,-2,3,-7
CCC(=O)c1ccc(OC(=O)Cc2ccc(OC)cc2)cc1,5,-1,-0.4,-12,-5,2,4,4,-3,14
O=C(COc1ccc(C(=O)c2ccccc2)cc1)NCC1CCCCC1,0,3,-1.1,2,-1,-1,0,-6,1,-18
Cc1noc(C)c1C(=O)NC(Cc1c[nH]c2ccccc12)C(=O)O (configuration not stated),-3,-2,1.4,-2,-2,13,-1,0,0,-1
O=c1c(-c2cc3ccccc3o2)[n+]([O-])c2ccccc2n1OCc1ccccn1,3,-6,-1.5,-16,-4,-6,0,-1,10,-6
CCCCC(=O)Nc1ccc2c(c1)nc1n2CCOC1,2,-2,-1.6,-4,-6,-7,-6,1,6,3
CCOP(=O)(OCC)C(NC(=O)c1cc([N+](=O)[O-])cc([N+](=O)[O-])c1)C(F)(F)F (configuration not stated),-3,1,-1.9,6,2,1,6,-3,0,-1
COc1ccc(S(=O)(=O)N2CCC(O)(c3ccc(Cl)cc3)CC2)cc1OC,-2,-3,0.7,-17,-22,-8,-2,0,11,-4
CNC(=O)c1ccsc1NC(=O)C1CCCN1S(=O)(=O)c1cccs1 (configuration not stated),-1,-2,-2.8,-6,-4,-7,-4,4,0,3
CCCCC1(CO)C(=O)N(c2ccccc2)N(c2ccccc2)C1=O,8,-2,-1.2,-10,1,-1,-2,1,9,-3

# Complete entries from above. Values in the order: NR1D1 modulator, TCR CD3 inh, PG9 Ab binder, TDP2 absorb, ABHD4 inh, SIAE primary, LEDGF integ inh, rCAG RNA binder, PRMT1 inh, HTRA1 inhibitor
# CSc1ccccc1C(=O)N1CCN(c2ncccn2)CC1 is listed with -1, 3, 2.0, -1, 4, -2, 0, -2, 3, -7
# CCOP(=O)(OCC)C(NC(=O)c1cc([N+](=O)[O-])cc([N+](=O)[O-])c1)C(F)(F)F (configuration not stated) is listed with -3, 1, -1.9, 6, 2, 1, 6, -3, 0, -1

# Going on with the list:
SMILES,NR1D1 modulator,TCR CD3 inh,PG9 Ab binder,TDP2 absorb,ABHD4 inh,SIAE primary,LEDGF integ inh,rCAG RNA binder,PRMT1 inh,HTRA1 inhibitor
[N-]=[N+]=NC[C@H](Cc1ccccc1)N1CC[C@@H](NC(=O)OCc2ccccc2)CCC1=O,-9,5,-0.9,2,0,-3,-1,-8,-4,-11
Cc1ccc(N2C(=O)N(CC(=O)Nc3ccc(C)c(C)c3[N+](=O)[O-])C(=O)C2C)cc1 (configuration not stated),2,-1,-1.1,-4,-3,5,-2,4,3,0
CCOC(=O)Cc1csc(NC(=O)c2ccc(C)c(S(=O)(=O)N3CCOCC3)c2)n1,-7,8,2.4,-2,4,2,-2,7,2,-5
C=CCCCCCCCCc1nc(=S)[nH][nH]1,-5,-1,-2.6,4,-2,-5,1,-6,20,0
Cc1ccc2nc(NC(=O)c3ccc(Cn4cc(Cl)cn4)o3)sc2c1,5,-1,-2.5,-7,-16,-12,0,8,-1,-28
O=C(NCc1cccnc1)c1ccc(COc2ccc3c(c2)CCC3)o1,-3,3,-0.7,2,-5,-3,-1,-4,3,-1
CCN(C[C@H]1N[C@@](CC)(C(=O)OC)[C@H]2C(=O)N(C)C(=O)[C@@H]12)S(=O)(=O)c1ccc(OC(F)(F)F)cc1,0,2,1.4,5,1,-7,-3,-1,-1,2
Nc1nc(Nc2ccccc2)nc(NCCO)c1[N+](=O)[O-],0,10,-0.5,5,4,0,0,0,-3,3
Cc1nc(Cl)sc1C(=O)O,5,0,-0.3,-14,-2,-2,1,2,1,1
CCN1CC2([N+](=O)[O-])C=CC(=O)C([N+](=O)[O-])(C1)C2CC(=O)c1ccccc1 (configuration not stated),5,2,-3.2,4,16,4,2,26,2,24
Cc1nc(-c2ccc(NC(=O)C3CCCCC3)cc2)cs1,0,1,1.7,-7,2,2,-2,-4,-2,-4
CCOC(=O)N1CCN(C(=O)Nc2ccc3oc(C)nc3c2)CC1,.,0,0.8,1,2,-8,0,-3,-4,8
COc1cc(C2c3c(-c4ccccc4O)n[nH]c3C(=O)N2Cc2ccco2)cc(OC)c1OC (configuration not stated),5,-3,-0.9,-7,2,-8,2,1,0,-4
O=S(=O)(Nc1ccc(Oc2ncccn2)c(Cl)c1)c1ccc(Cl)cc1,10,8,-0.3,8,5,8,-1,9,2,2
COc1ccc2[nH]c(C)c(CCNC(=S)Nc3cccc(C)c3C)c2c1,7,1,-0.3,4,1,18*,-5,4,3,-2
N#CCc1c(C#N)c(N)nc(Nc2ccccc2)c1C#N,1,0,-0.5,3,-1,-3,-1,12,40*,0
CCn1nnnc1-c1ccc(OC)c(S(=O)(=O)Nc2ccc(OC)cc2)c1,.,2,-0.2,7,11,-2,-1,-2,-2,2
CC(=O)O/N=C(\N)Cc1ccc(-c2csnn2)cc1,7,2,1.0,-12,5,3,-1,-2,4,-2
Cn1cccc1C(=O)N1CCN(S(=O)(=O)c2ccc(Br)s2)CC1,-4,.,.,10,2,0,2,4,-1,.
O=C(NNS(=O)(=O)c1ccccc1[N+](=O)[O-])c1cccc(Cl)c1,1,2,-0.9,2,2,0,-2,2,0,-4
Cc1cc(OCC(=O)NNC(=O)c2cccc(F)c2)ccc1Cl,8,3,-1.4,-1,-4,8,9,0,-2,-3
COc1ccc(N2CCN(C(=O)CCCn3c(=O)[nH]c4ccsc4c3=O)CC2)cc1,-4,5,-0.7,6,4,9,-3,1,-3,5
Cc1ccc(OCC(=O)Nc2ccc3c(c2)OCCO3)cc1C,3,1,0.3,-1,-3,4,5,-3,-4,-17
CCn1c(C)cc(C=C2C(=O)c3ccccc3C2=O)c1C,-1,-2,-4.3,2,0,-7,4,17,-2,-6
CCCCC1(c2ccc(F)cc2)NC(=O)N(CC(=O)Nc2ccc(N3CCOCC3)cc2)C1=O (configuration not stated),7,6,-1.7,0,2,-2,-3,3,-2,13

# Look-ups from the results shown.
# Under PRMT1 inh, COc1ccc(C(=O)NCC(=O)n2nc(C)cc2C)cc1OC reads 1
# Under ABHD4 inh, Cc1ccc(N2C(=O)[C@@H]3Cc4ccccc4CN3C2=O)cc1 reads 4
# Under NR1D1 modulator, COC(=O)c1ccccc1NC(=O)c1noc2c1CCC2 reads -20

# Remaining list, next part.
SMILES,NR1D1 modulator,TCR CD3 inh,PG9 Ab binder,TDP2 absorb,ABHD4 inh,SIAE primary,LEDGF integ inh,rCAG RNA binder,PRMT1 inh,HTRA1 inhibitor
Cc1nc(C(=O)Nc2ccc(Cl)cc2Cl)nn1-c1cc(OC(C)C)c(Cl)cc1Cl,-6,1,-2.2,-4,1,0,2,-1,-2,4
Cc1nc2scc(C)n2c(=O)c1S(=O)(=O)Nc1ccc(OC(F)(F)F)cc1,0,-3,1.5,-21,-34,-6,-2,-1,12,-7
CCOC(=O)C1CCN(C(=O)CCCn2c(=O)c3cccn3c3cccnc32)CC1,-1,-3,-1.6,0,3,-9,0,-6,0,1
O=C(COc1ccccc1[N+](=O)[O-])Nc1cccc(S(=O)(=O)NC2=NCCCCC2)c1,-5,4,-1.1,-4,6,-6,3,7,-6,2
Cc1ccc(N2CCN(S(=O)(=O)c3c(C)nc4scc(C)n4c3=O)CC2)c(C)c1,8,2,-1.8,-5,2,-5,0,2,-1,-8
CC(=O)c1cc2c(cc1NC(=O)Cc1ccsc1)OCO2,0,-2,0.0,6,9,-1,9,1,1,-1
O=C(NCCc1csc(-c2cccnc2)n1)c1cccc(Cl)c1,4,7,-1.1,2,1,-4,0,-5,-3,3
Clc1ccc(-c2ncc3ccccn23)c(Cl)c1,-4,-7,0.4,3,7,1,-3,-1,5,3
CCOC(=O)COc1ccsc1C(=O)OC,3,3,3.4,-3,1,5,-1,-1,1,4
CC(=O)Nc1ccc(OCc2cccc([N+](=O)[O-])c2)cc1,-1,11,-2.1,-13,5,-6,-2,2,-2,4
CC1(C)CC(=O)C/C(=N/NC(=O)COc2ccc(Cl)cc2Cl)C1,0,-4,-1.2,7,-2,0,-3,3,8,-4
O=S(=O)(Nc1ccc(Cl)cn1)c1ccc(F)cc1,2,2,-1.3,8,-1,-5,-2,1,-1,-4
C[C@@H]1ON(C)[C@H]2C[C@H]3c4cc(-c5ccc(F)cc5)ccc4CCN3C[C@@H]12,3,9,-2.3,4,1,3,-2,3,0,.
Cc1nc(Cl)c2oc3ccccc3c2n1,-4,0,0.0,10,-3,-3,-3,-2,0,0
NS(=O)(=O)c1ccc(NC(=O)CSc2nc3c(c(=O)[nH]2)CCCC3)cc1,-1,2,-1.2,-12,-1,1,1,2,-1,-2
COC(C(=O)NC(C(C)C)C(C)C)c1ccccc1 (configuration not stated),-1,3,-0.4,9,2,-5,0,-2,-1,5
CN(Cc1ccccc1)S(=O)(=O)c1cn(C)cn1,1,-4,1.2,0,0,2,2,-1,-1,0
Cc1cc(C(=O)NNC(=O)NC(C)C)no1,-1,2,-0.4,1,-1,8,-5,1,-1,-2

# Screens deposited in PubChem by several laboratories.
